Bioassay records from PubChem.
JMJD2E inh = qHTS Assay for Inhibitors of Human Jumonji Domain Containing 2E (JMJD2E); AID 2147, 2009; Lysine-specific demethylase 4E (Homo sapiens), B2RXH2; Potency, µM (series often up to 57.1 µM), without a hit: top-dose activity change, negative = inhibition, hits mostly inhibitors; JMJD2E catalytic domain, FDH-coupled NADH fluorescence (FDH is formaldehyde dehydrogenase); 230,000 compounds, 1.6% hits; active means well fitted inhibition curve with a large enough effect, not every such curve was filed as active; inconclusive means small, poorly fitted or top-dose-only effect, or another doubt; inactive means no such curve, though single readings can be large or run the other way;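 further: 0% = wells with enzyme and -100% = buffer wells without enzyme; nearly all actives have a fitted effect of over 50% in size; many of its hits are not listed in these tables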
Target sequence (B2RXH2 1-337 limits assumed): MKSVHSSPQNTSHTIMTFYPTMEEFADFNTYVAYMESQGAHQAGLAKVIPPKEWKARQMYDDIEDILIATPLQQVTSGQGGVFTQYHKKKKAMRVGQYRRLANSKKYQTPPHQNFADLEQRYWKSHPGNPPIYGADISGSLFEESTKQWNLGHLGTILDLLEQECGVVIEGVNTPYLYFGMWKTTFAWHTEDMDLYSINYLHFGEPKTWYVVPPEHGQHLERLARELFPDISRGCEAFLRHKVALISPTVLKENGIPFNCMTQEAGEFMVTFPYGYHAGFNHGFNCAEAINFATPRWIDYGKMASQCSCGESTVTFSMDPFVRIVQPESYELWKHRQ
HTT ATP protect = qHTS Multiplex Assay to Identify Dual Action Probes in a Cell Model of Huntington: Cytoprotection (ATP); PC12 HTT-Q103 induced, cytoprotection, ATP luminescence, 40 h; Potency, µM (series often up to 56.4 µM), for the others: cytoprotection (ATP increase), most hits filed as activators; 230,000 compounds, 0.14% hits;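 further: % of control where 0% means no effect; nearly all actives have a fitted effect of over 45% in size; toxic huntingtin expression switched on by the ecdysone agonist tebufenozide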
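Compounds were screened for protection of PC12 cells against cell death after tebufenozide induction (100 nM final) of mutant Huntingtin exon 1 (Q103) fused to GFP.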
HTT aggregate = qHTS Multiplex Assay to Identify Dual Action Probes in a Cell Model of Huntington: Aggregate Formation (GFP) | PC12 HttQ103-GFP aggregates, Acumen cytometry, 40 h | Potency, µM (doses to about 46.1 µM), for inactives: at the top dose activity change, negative = inhibition, hits mostly inhibitors | 220,000 compounds, 1.1% hits; further: on the % scale 0 is the no-effect control and ±100 the full control effect; nearly all actives have a fitted effect of over 60% in size
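PC12/HTTQ103-GFP, ecdysone-inducible; teb 100 nM; cpd qHTS titration; GFP aggregates read on laser cytometer, Ex 488/Em 500-530 nm.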
ALDH1A1 block = qHTS Assay for Inhibitors of Aldehyde Dehydrogenase 1 (ALDH1A1); Aldehyde dehydrogenase 1A1 (Homo sapiens), P00352; Purified ALDH1A1, NADH fluorescence, propionaldehyde substrate; Potency, µM (titrated, usually from 75.3 µM), inactives show at the top dose activity, negative = inhibition, usual class: inhibitors; 220,000 compounds, 7.3% hits; active means well fitted inhibition curve with a large enough effect, not every such curve was filed as active; inconclusive means small, poorly fitted or top-dose-only effect, or another doubt; inactive means no such curve, though single readings can be large or run the other way;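 further: plate controls were no enzyme wells and a reference inhibitor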
Target sequence (P00352 whole entry, looked up): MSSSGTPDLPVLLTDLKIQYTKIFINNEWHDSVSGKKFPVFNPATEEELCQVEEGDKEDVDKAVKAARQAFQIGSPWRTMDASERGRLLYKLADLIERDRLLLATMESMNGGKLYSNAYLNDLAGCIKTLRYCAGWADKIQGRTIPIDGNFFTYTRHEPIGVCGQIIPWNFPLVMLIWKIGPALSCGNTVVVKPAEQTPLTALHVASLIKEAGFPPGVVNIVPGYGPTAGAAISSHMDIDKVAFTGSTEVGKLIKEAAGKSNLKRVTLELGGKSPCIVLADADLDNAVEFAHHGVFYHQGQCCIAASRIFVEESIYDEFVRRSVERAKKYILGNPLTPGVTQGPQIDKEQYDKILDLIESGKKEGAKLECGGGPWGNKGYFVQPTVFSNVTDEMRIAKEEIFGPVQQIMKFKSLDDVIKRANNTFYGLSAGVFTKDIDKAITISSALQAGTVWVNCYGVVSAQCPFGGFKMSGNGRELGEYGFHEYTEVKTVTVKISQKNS
Tau ThT inhib = qHTS for Inhibitors of Tau Fibril Formation, Thioflavin T Binding. 270,000 compounds, 2.1% hits. Potency, µM (series often up to 57.4 µM), without a hit: at the highest dose activity, negative = inhibition, usual class: inhibitors. recombinant tau K18 P301L, heparin-induced fibrillization, ThT fluorescence. Microtubule-associated protein tau (Homo sapiens), P10636. AID 1460, 2008; further: on the % scale 0 is the no-effect control and ±100 the full control effect; nearly all actives have a fitted effect of over 55% in size
Target sequence (P10636 561-689 P618L limits assumed): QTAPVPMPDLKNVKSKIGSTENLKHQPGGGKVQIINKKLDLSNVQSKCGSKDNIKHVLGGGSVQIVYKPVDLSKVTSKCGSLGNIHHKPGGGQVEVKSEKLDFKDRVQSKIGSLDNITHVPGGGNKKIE
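Heparin-induced fibrillization of the P301L-mutant K18 repeat-domain fragment of human tau was followed by ThT binding in quantitative high-throughput format.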
Tau fluor cs = Counterscreen qHTS for Inhibitors of Tau Fibril Formation, Fluorescence Polarization. Potency, µM (series often up to 57.7 µM), without a hit: top-dose activity change, negative = decrease. AID 1463, 2008. tau K18 P301L (four-repeat tau fragment) Alexa594 fluorescence, heparin fibrillization. 280,000 compounds, 0.93% hits; further: on the % scale 0 is the no-effect control and ±100 the full control effect; nearly all actives have a fitted effect of over 55% in size
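Human K18 P301L tau (15 uM unlabeled plus 0.24 uM Alexa 594-labeled, final) in 100 mM sodium acetate pH 7 was mixed with compound and 20 uM heparin and incubated 6 hr at 37 C.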
SMN2 splice up = qHTS Assay for Enhancers of SMN2 Splice Variant Expression. HEK293 SMN2-luciferase splicing reporter, luminescence, 30-36 h. Potency, µM (series often up to 46.1 µM), without a hit: at the highest dose activity change, positive = activation, hits mostly activators. 210,000 compounds, 2.8% hits. AID 1458, 2008; further: % of control where 0% means no effect; nearly all actives have a fitted effect of over 55% in size
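qHTS luciferase splicing reporter: luminescence rises when SMN2 exon 7 is included in transfected HEK293 cells. Compound exposure lasted 30-36 h at 37C, with 4.5 mM final sodium butyrate as control, followed by a ONE-Glo read.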
Tau FP inhib = qHTS for Inhibitors of Tau Fibril Formation, Fluorescence Polarization; Microtubule-associated protein tau (Homo sapiens), P10636; K18 P301L tau heparin fibrillization, Alexa594 FP, 6 h; Potency, µM (doses to about 57.7 µM), for inactives: top-dose activity, negative = inhibition, hits mostly inhibitors; 280,000 compounds, 0.39% hits; AID 1468, 2008; further: on the % scale 0 is the no-effect control and ±100 the full control effect; nearly all actives have a fitted effect of over 55% in size
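Human tau K18 […] P301L fragment, 15 uM unlabeled plus 0.24 uM Alexa 594-labeled tau (final), with compound and 20 uM heparin in 100 mM sodium acetate pH 7; 6 hr at 37 C, then Alexa 594 FP read.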
* marks the source's active call; other numbers are inactive results; ? = inconclusive; · = not tested or not shown; & = joins results of further samples; [ ] = remark or other dose. Unless noted, the call rests on the fitted dose curve; in most records, active means well fitted curve in the direction sought with a large enough effect; inconclusive means small, poorly fitted or top-dose-only effect, or another doubt; inactive means no such curve, though single readings can be large; an effect the other way counts as inactive or inconclusive. Potency means the concentration at half of the fitted maximal effect.

The line under a structure holds: JMJD2E inh, HTT ATP protect, HTT aggregate, ALDH1A1 block, Tau ThT inhib, Tau fluor cs, SMN2 splice up, Tau FP inhib
> O=C(CN1CCN(c2ccccc2F)CC1)Nc1ccc2c(c1)CCC2
    -3%, -31%[10 µM], ?, -6%, ?, -23%, -2%, -4%
> CCOC(=O)C(Cc1cc(C(C)=O)ccc1OCC)C(=O)OCC
    -4%, 5%, -8%, 3%, -10%, -1%, ·, 1%
> c1coc(-c2nnc(-c3ccc4c(c3)OCO4)o2)c1
    ?, -35%[inhibitor], -3%, ?, -21%, -1%, 18µM*, 3%
> COc1cc(NC(=S)NC(=O)c2ccc(F)cc2)ccc1NC(=O)c1ccco1
    -4%, -6%[10 µM], 16%, 1%, -1%, 4%, 1%, -3%
> O=C(Cc1ccccc1)N/N=C/c1ccc([N+](=O)[O-])s1
    -5%, -19%, ?, ?, 0%, 3%, ·, -1%
> Cc1ccc(S(=O)(=O)N2CCOCC2)cc1NC(=O)COC(=O)CNC(=O)c1ccc(Oc2ccccc2)cc1
    -7%, 41%[0.074 µM], -4%, -11%, -2%, -24%, -14%, ?
> O=C(N/N=C/c1ccsc1)c1cc(-c2cccs2)nc2ccccc12
    8%, -6%[10 µM], ?, 114%[activator], 7%, -24%, ?, ?
> CSc1nc(Cl)cc(=O)[nH]1
    3%, 16%[10 µM], 6%[9.22 µM], ·, -3%, -9%, ·, -5%
> Cc1cc(C(=O)CSc2nnc(-c3ccco3)o2)c(C)n1CC1COc2ccccc2O1 (stereo unspecified)
    ?, 3%[10 µM], 25%, ?, -17%, -27%, -25%, 8%
> CC1CCCCC1N1CN=C(Nc2nc3ccccc3s2)NC1 (stereo unspecified)
    -8%, 12%, -11%, 2%, -7%, -6%, ?, -2%
> CCCOc1ccc(N2C(=O)CC(N3CCN(CCN=CC4C(=O)CC(C)(C)CC4=O)CC3)C2=O)cc1 (stereo unspecified)
    0%, 14%, -10%, ?, -13%, -11%, -10%, ?
> O=C(CSc1nc2ccccc2o1)NC1CCCC1
    -6%, -11%, -3%, -5%, -4%, -4%, -18%, 2%
> CC1CC(C)CN(C(=O)Cn2cc(C=O)c3ccccc32)C1 (stereo unspecified)
    1%, -23%, -11%, ?, 0%, -7%, -36%[inhibitor], 2%
> CCOC(=O)C(C)(C)N(Cc1ccc(C)cc1)S(=O)(=O)c1ccc(Cl)c([N+](=O)[O-])c1
    -3%, 16%[10 µM], ?, 4%, -16%, ?, -10%, 1%
> O=C(Cn1nnc2ccccc21)c1ccc(Br)cc1
    4%, 10%[10 µM], -5%[9.22 µM], ·, ·, 0%, ·, 1%
> CC(=O)c1c(C)[nH]c(C(=O)NC2=NCCS2)c1C
    -5%, 2%[10 µM], 18%, 0%, -15%, -2%, ·, -2%
> COC(=O)C1=C(C)N(Cc2ccccc2)C2=C3C(=O)CCCC3[C@@](O)(C(=O)OC)C(=O)N2C1c1ccccc1 (stereo partly specified)
    ·, -18%&-2%[10 µM], ·, 10%&14%[13.5 µM], -9%&1%[11.5 µM], -9%&1%[11.6 µM], ·, 1%&-2%[11.6 µM]
> COc1cccc(OC)c1C(=O)NC(=S)Nc1ccc(S(=O)(=O)Nc2nccs2)cc1
    0%, 7%[10 µM], 6%[9.22 µM], -5%, -8%, -9%, ·, 0%
> Cc1onc(-c2ccccc2)c1-c1csc(N/N=C/c2ccccc2)n1
    ?, 24%[10 µM], 3%[9.22 µM], ?, ?, ?, ·, ?
> O=C(OCc1ccccc1F)c1ccc(-c2nnn(Cc3ccccc3)n2)cc1
    ·, ·, ·, ·, -7%, -20%, 1%, -8%

The line under a structure holds: JMJD2E inh, HTT ATP protect, HTT aggregate, ALDH1A1 block, Tau ThT inhib, Tau fluor cs, SMN2 splice up, Tau FP inhib
> Oc1sc(C=Nc2ccc(F)cc2)c2ccccc12
    ?, -11%[10 µM], -11%, ?, -10%, -30%, 10µM*, -5%
> Cn1nnc(NC(=O)CSc2nnnn2-c2ccc(F)cc2)n1
    1%, 5%[0.074 µM], -1%, -3%, -2%, 2%, ?, -4%
> COc1ccc(NC(=O)C2CCN(c3cc(C)nc(-c4ccccc4)n3)CC2)cc1
    -14%, 15%[10 µM], -4%, 3%, -1%, -28%, -19%, -4%
> Cc1ccc(-c2nc3cc(NC(=O)c4cc(Br)ccc4Cl)ccc3o2)cc1
    ·, ·, ·, ·, ?, -25%, 18%, -4%
> Cc1cc(NC(=O)c2ccccc2-c2ccccc2C(=O)O)no1
    -6%, -16%[10 µM], 20%, 7%, -13%, -14%, -25%, 1%
> COCCn1c(SCC(=O)Nc2nnc(C)s2)nnc1-c1c[nH]c2ccccc12
    0%, -12%[0.074 µM], -6%, 5%, 5%, 7%, -3%, -5%
> O=C(COc1ccccc1)N1CCN(S(=O)(=O)c2cccs2)CC1
    -4%, 4%, -13%, ?, -5%, 1%, 1%, 0%
> O=C(Nc1cccnc1)c1cccc([N+](=O)[O-])c1
    -2%, 0%[10 µM], -13%[9.22 µM], ·, -8%, -10%, ·, -4%
> C/C(=C\C(=O)c1ccc(C)o1)Nc1ccc(C(=O)O)cc1C
    ?, 11%[10 µM], 8%, ?, -12%, 3%, 30%, 6%
> CC1(C)CC(=O)C2=C(C1)NC1=C(C(=O)c3ccccc31)C2c1cccnc1 (stereo unspecified)
    -24%, 20%[10 µM], 16%[9.22 µM], -6%, ?, -10%, ·, -5%
> CCOC(=O)c1[nH]c(C)c(C(=O)OCC)c1C
    -4%, 16%, 8%, -2%, -1%, -5%, 7%, -6%
> O=C(CCc1nc2ccccc2s1)Nc1ccccc1
    -1%, -8%[10 µM], -2%, -4%, -5%, -8%, -1%, -16%
> Cc1ccc(CNc2nc3c(c(=O)n(C)c(=O)n3C)n2Cc2ccc(Cl)cc2)cc1
    ·, ·, ·, ·, ?, -17%, -3%, 14%
> CNC(=O)c1ccccc1NC(=O)c1cccc(S(=O)(=O)N2CCC(C)CC2)c1
    0%, -25%, -17%, ?, -9%, ?, -14%, ?
> O=C(Nc1ccccc1NC(=O)C1CCCO1)c1ccco1 (stereo unspecified)
    -7%, -30%[1.9 µM], 15%[9.22 µM], 4%, 3%, 2%, -18%, 0%
> O=C(CSc1nc2ccccc2c(=O)n1Cc1ccco1)N1CCCC1
    -3%, 9%[10 µM], 14%[9.22 µM], -5%, -6%, 5%, -4%, 5%
> COc1ccc(CCNC(=O)CN(c2ccccc2)S(C)(=O)=O)cc1
    -7%, 9%[10 µM], 9%[9.22 µM], 2%, -6%, -12%, ·, -7%
> c1ccc(Oc2nc(-c3ccccn3)nc3ccccc23)cc1
    2%, 4%[10 µM], 1%[9.22 µM], ?, ?, -18%, ·, -15%
> Cc1ccc(S(=O)(=O)N(Cc2cc3ccccc3[nH]c2=O)c2cccc(C)c2)cc1
    2%, -2%[10 µM], -8%[9.22 µM], -15%, -10%, -20%, ·, -13%
> Cc1ccc(S(=O)(=O)N2CCN(c3ncnc4c3cnn4-c3ccccc3)CC2)cc1
    8%, 9%, -7%, 2%, 2%, 2%, -6%, -4%

The line under a structure holds: JMJD2E inh, HTT ATP protect, HTT aggregate, ALDH1A1 block, Tau ThT inhib, Tau fluor cs, SMN2 splice up, Tau FP inhib
> COc1ccccc1Oc1nc(C)c(C(C)=O)cc1C#N
    3%, -29%, 8%, 11%, -3%, -4%, -32%[inhibitor], 6%
> O=C1C(Nc2ccccc2)=CC(c2ccc(Br)cc2)N1c1ccccc1 (stereo unspecified)
    ·, ·, ·, ·, -4%, -5%, 4%, -3%
> O=C(c1ccco1)N1CCN(C(=O)c2cccc3c2C(=O)N(C2CCCCC2)C3)CC1
    -6%, ·, 19%, 10µM*, -5%, -1%, 17%, -4%
> Cn1nnnc1SCC(=O)NNC(=O)c1ccc(Cl)cc1
    12%, -22%, 12%[9.22 µM], 10%, 1%, 1%, 7%, -3%
> Cc1cn[nH]c1
    -3%, 26%, -4%, -3%, 0%, -3%, -8%, 1%
> Cc1ccc(/C=N/NC(=O)c2cc(C3CC3)nc3ccccc23)o1
    ?, -4%[10 µM], -32%, -2%, -2%, 3%, -21%, 2%
> CNc1sc(C(=O)c2ccc(F)cc2)c(N)c1-c1nc2ccccc2s1
    -1%, 17%, 4%[9.22 µM], -7%, 16µM*, ?, -13%, -1%
> COc1cccc(-c2cc3c(=O)n(-c4ccccc4)c(=S)[nH]c3s2)c1
    ?, -22%, -9%, ?, -5%, -25%, ·, 7%
> CCn1c(=O)c([N+](=O)[O-])c(N2CCOCC2)c2ccccc21
    -1%, 11%[10 µM], -2%, -2%, -12%, 0%, -20%, -5%
> COCCN=C1Sc2nc3c(C)cccc3cc2CN1Cc1ccco1
    ?, ?, ?, 3.5µM*, ?, -11%, -3%, -8%
> CCC(c1nnnn1C(C)C)N1CCN(C2CCCC2)CC1 (stereo unspecified)
    -2%, -9%, 9%, 6%, 2%, 5%, ·, -5%
> CCOC(=O)/C(=N/Nc1ccccc1OC)N1CCCc2ccccc21
    -1%, -8%[10 µM], -1%[9.22 µM], ·, ?, ?, ·, 3%
> O=C(CSc1ccccn1)Nc1ccc2c(c1)OCCO2
    -1%, ?, 24%[9.22 µM], ·, ·, 0%, ·, -2%
> O=C1CN(C(=O)C2CCCCC2)C(c2ccccc2)c2cc(F)ccc2N1 (stereo unspecified)
    ·, ·, ·, ·, -9%, -14%, -11%, -11%
> Cc1ccc(C)c2[nH]c(=O)c(CCNS(=O)(=O)c3ccccc3)cc12
    ?, 14%[10 µM], 9%, -1%, -9%, -2%, -11%, -3%
> CSc1n[nH]c(=O)n1C1CCCCC1
    -10%, 6%[10 µM], 7%[9.22 µM], 6%, -5%, -8%, ·, -1%
> CCCS(=O)(=O)N1CCC(C(=O)NCCN2CCCC2)CC1
    5%, 16%[10 µM], -6%, 10%, -3%, 3%, -13%, -1%
> Cc1ccc(Cn2nc(C)c(NC(=O)CCCn3nc([N+](=O)[O-])c(Cl)c3C)c2C)cc1
    8%, 43%[10 µM], 6%, ?, -1%, -5%, -8%, 3%

An excerpt. The share of hits here may be higher or lower than overall.
